Tb PYK inh = blocks Trypanosoma brucei pyruvate kinase; 410,000 compounds, 0.12% hits; TbPYK enzyme, Kinase-Glo Plus ATP luminescence, 45 min; Potency, µM (highest dose often 76.8 µM), for the others: at the highest dose activity, negative = inhibition, most hits filed as inhibitors; AID 624173; Q57TT1; further: nearly all actives have a fitted effect of over 50% in size
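Quantitative HTS: titrated library compounds versus trypanosomal pyruvate kinase in TEA buffer (pH 7.2) containing KCl, MgCl2, BSA and Tween-20. Reactions were initiated with ADP, 130 uM final. Kinase-Glo Plus luminescence was read after 45 min at RT.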
HCV inhibitor = blocks hepatitis C virus; Huh7.5.1 HCVcc-Cre infection, luciferase reporter, 44 h; Potency, µM (series often up to 41.8 µM), inactives show at the top dose activity change, negative = inhibition, most hits filed as inhibitors; 340,000 compounds, 3.4% hits
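A cell-based infection assay in which seeded cells (1,000 per well) receive test compound after 4 h, are inoculated with HCVcc-Cre at approximately 0.5 moi, and are incubated 44 h before luminescence detection.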
An asterisk follows results filed as active; ? = inconclusive; & = joins results of further samples; [ ] = dose if it differs, or a comment. The call rests on the fitted dose curve; in most records, active means well fitted curve in the direction sought with a large enough effect; inconclusive means small, poorly fitted or top-dose-only effect, or another doubt; inactive means no such curve, though single readings can be large; an effect the other way counts as inactive or inconclusive. On the % scale 0 is the no-effect control and ±100 the full control effect; potency means the concentration at half of the fitted maximal effect. An excerpt (hit frequency here may not be typical).

SMILES	Tb PYK inh	HCV inhibitor
O=C(OCc1ccccc1)N1CCC2CC1c1cc(N3CCCCC3)ccc12 (stereo unspecified)	2%	-10%
COc1cc(OC)cc(-c2oc(=O)c3cc(OC)c(OC)cc3c2C#CCCO)c1	-7%	?
COc1ccc(C2CC(=O)Oc3cc(C)c(Cl)cc32)cc1 (stereo unspecified)	1%	1%
O=C(Nc1ccccc1)OCCCCOC(=O)Nc1ccccc1	-1%	-32%
CN1C(=O)c2ccccc2C(O)c2ccccc21 (stereo unspecified)	3%	-2%
C[C@H](CO)N1C[C@H](C)[C@@H](CN(C)C(=O)Nc2ccccc2)Oc2c(cccc2N(C)C)C1=O	-2%	2%
C[C@]12CC[C@H](O)CC1=CCC1C2CC[C@@]2(C)C1C[C@@H]1CC(=O)O[C@@H]12 (stereo partly specified)	-4%	-1%
CCOC(=O)C1(c2ccccc2)Oc2ccccc2C(c2ccc(OC)cc2)=C1C(=O)OC (stereo unspecified)	-29%	?
COc1cc(OC)cc(C(=O)NCCCCNC(=O)c2cc(OC)cc(OC)c2)c1	2%	-27%
COc1cccc(OCCNS(=O)(=O)c2ccccc2[N+](=O)[O-])c1	0%	-1%

Entries of single compounds, quoted from the list:
O=C(Nc1ccccc1)OCCCCOC(=O)Nc1ccccc1 in the list: Tb PYK inh: -1%; HCV inhibitor: -32%
COc1cc(OC)cc(C(=O)NCCCCNC(=O)c2cc(OC)cc(OC)c2)c1 in the list: Tb PYK inh: 2%; HCV inhibitor: -27%

Returning to the listing, starting two compounds before the break.
SMILES	Tb PYK inh	HCV inhibitor
COc1cc(OC)cc(C(=O)NCCCCNC(=O)c2cc(OC)cc(OC)c2)c1	2%	-27%
COc1cccc(OCCNS(=O)(=O)c2ccccc2[N+](=O)[O-])c1	0%	-1%
CCOC(=O)C1C(=O)C(=O)N(Cc2ccccc2)C1C(=O)OCC (stereo unspecified)	2%	10%
C=CCOC(=O)C1=C[C@H](c2ccc3c(c2)OCO3)C[C@H](OCCCCO)O1	-2%	14%
O=C(COC(=O)/C=C/c1cccc(Cl)c1)NCc1cccs1	-1%	18%
Cc1onc(-c2ccccc2)c1C(=O)N1CCN(c2ccc([N+](=O)[O-])cc2)CC1	1%	-24%
O=C(NCc1cccc(Br)c1)C1CC(c2cc(C(F)(F)F)cc(C(F)(F)F)c2)=NO1 (stereo unspecified)	-1%	-4%
CCOc1ccc(-c2nn3c(-c4ccc(F)cc4)nnc3s2)cc1	-10%	8%
Cc1ccc(C(=O)Nc2cccc(C(O)c3ccccc3)c2)cc1 (stereo unspecified)	0%	?
Cc1cccc(C2=NN(c3ccc(Br)cc3)[C@@H](C(=O)N3CCOC3=O)[C@@H]2C)c1	-1%	?
Cc1ccc(Nc2ccc([N+](=O)[O-])ccc2=O)cc1	1%	-15%
CCC1CC(C(=O)Nc2ccccc2)C(=O)O1 (stereo unspecified)	0%	25%
Nc1nc2ccc(Br)cc2o1	5%	0%
COC1OCC(O)C(OC(=O)c2ccccc2)C1OC(=O)c1ccccc1 (stereo unspecified)	-1%	1%
COc1ccc(C2CC(c3ccccc3F)=NN2c2ccc(S(N)(=O)=O)cc2)cc1 (stereo unspecified)	2%	-1%
CC1CN(S(=O)(=O)c2cc(C(=O)NC(C)c3cccnc3)ccc2Cl)CC(C)O1 (stereo unspecified)	3%	3%
N#CC1(C(N)=O)OC12CCS(=O)(=O)c1ccccc12 (stereo unspecified)	4%	25%
O=C(c1ccccc1)C(Nc1cccc([N+](=O)[O-])c1)c1ccccc1 (stereo unspecified)	2%	?
CCOC(=O)[C@]12Cc3cc(OC)ccc3[C@H]1N(Cc1ccccc1)C(=O)c1cc(F)c(F)cc12	0%	-16%[8.37 µM]
O=C(CCl)Nc1cccc(S(=O)(=O)NC2=NCCCCC2)c1	3%	6.3µM*
Cc1cc(C)n(CC(=O)NNC(=O)c2ccc(OC(F)(F)F)cc2)n1	3%	6%
COc1ccc(Cl)cc1NC(=O)CN(C)C(=O)C1CC1	0%	-18%
O=C1c2cccc3cccc(c23)C(=O)C1(O)O	7.1µM*	-26%
COC(=O)CCc1ccc(OCC(O)CNC(C)C)cc1 (stereo unspecified)	-6%&-8%	9%
CCOC(=O)c1ccc(NS(=O)(=O)c2c(N)n(C)c(=O)n(C)c2=O)cc1	-8%	10µM*
COc1ccc(S(=O)(=O)N(C)C[C@H]2Oc3ccc(NC(=O)Cn4cnnn4)cc3C(=O)N([C@H](C)CO)C[C@@H]2C)cc1	2%	-16%
Cc1ccccc1-c1ccccc1CN1[C@@H](C(C)C)COCCS1(=O)=O	2%	-1%
O=C(C[C@@H]1C/C=C\C[C@H](Cc2ccc(F)cc2)C(=O)OC[C@H]2CCCN2C1=O)N[C@H](CO)Cc1ccccc1	-4%	12%
COc1ccc(CCN(C)C(=O)c2cccc(S(=O)(=O)N3CCN(c4ccc(F)cc4)CC3)c2)cc1OC	-2%	2.8µM*
O=C(CCNC(=O)c1ccccc1)NNC(=O)c1ccc(F)cc1	2%	6%
CNc1ccc(C=C2C=Cc3ccccc32)cc1	-2%	?
Cc1ccc(S(=O)(=O)N2CCN(C(=O)Cn3c(=O)oc4ccccc43)CC2)cc1	-5%	8%

Ordered by SMILES length (low to high): 6 of the compounds above
SMILES	Tb PYK inh	HCV inhibitor
O=C1c2cccc3cccc(c23)C(=O)C1(O)O	7.1µM*	-26%
COC(=O)CCc1ccc(OCC(O)CNC(C)C)cc1 (stereo unspecified)	-6%&-8%	9%
Cc1ccccc1-c1ccccc1CN1[C@@H](C(C)C)COCCS1(=O)=O	2%	-1%
CCOC(=O)c1ccc(NS(=O)(=O)c2c(N)n(C)c(=O)n(C)c2=O)cc1	-8%	10µM*
O=C(C[C@@H]1C/C=C\C[C@H](Cc2ccc(F)cc2)C(=O)OC[C@H]2CCCN2C1=O)N[C@H](CO)Cc1ccccc1	-4%	12%
COc1ccc(S(=O)(=O)N(C)C[C@H]2Oc3ccc(NC(=O)Cn4cnnn4)cc3C(=O)N([C@H](C)CO)C[C@@H]2C)cc1	2%	-16%

Going on with the list.
SMILES	Tb PYK inh	HCV inhibitor
Cc1cc(C)n2nc(SCC(=O)N3CC(C)CC(C)C3)nc2n1 (stereo unspecified)	0%	-10%
Cc1ccc(S(=O)(=O)N2[C@@H](c3ccc(Br)cc3)C(C(=O)O)=C[C@H]2C(C)(C)C)cc1	0%	16%
CCOC(=O)Cc1csc(NC(NC(=O)OCC)(C(=O)OCC)C(F)(F)F)n1 (stereo unspecified)	-2%	12%
Cc1ccc(S(=O)(=O)OCC(=O)Nc2ccc(C(=O)O)c(O)c2)cc1	-13%	36%[activator]
COc1ccccc1N(Cc1ccccc1)S(=O)(=O)c1cccc(C(=O)N2CCCCC2)c1	3%	-1%
Nc1ccc(CCc2ccc(N)cc2)cc1	0%	20%
O=C(NCCCc1ccccc1)c1cccc(NC(=O)C2CC2)c1	-5%	-24%
O=C(CSc1ncn[nH]1)N1N=C2/C(=C\c3ccco3)CCCC2C1c1ccco1 (stereo unspecified)	2%	-16%
O=C(Cn1cnc2c(NCc3ccccc3)ncnc21)NCc1ccc2[nH]ccc2c1	-3%	-17%
C#CCOCCOCCOCCNc1nc(N2CCN(C(=O)[C@H](CCCCN)n3cc([C@@H](N)[C@H](C)CC)nn3)CC2)nc(N2CCN(C(=O)[C@H](CCCCN)n3cc([C@@H](N)CC(N)=O)nn3)CC2)n1	-2%	-2%

Individual results from above.
COc1cc(OC)cc(-c2oc(=O)c3cc(OC)c(OC)cc3c2C#CCCO)c1 in Tb PYK inh shows -7%
COc1ccc(C2CC(c3ccccc3F)=NN2c2ccc(S(N)(=O)=O)cc2)cc1 (stereo unspecified) in Tb PYK inh shows 2%
Cc1ccc(S(=O)(=O)N2CCN(C(=O)Cn3c(=O)oc4ccccc43)CC2)cc1 in Tb PYK inh shows -5%
COc1cc(OC)cc(C(=O)NCCCCNC(=O)c2cc(OC)cc(OC)c2)c1 in HCV inhibitor shows -27%

(more compounds)
SMILES	Tb PYK inh	HCV inhibitor
C=CCN1CCOc2ccc(C)cc2S1(=O)=O	-2%	5%[8.37 µM]
CC(=O)c1cccc(NC(=O)c2cc(=O)[nH]c3ccc(S(=O)(=O)N4CCOCC4)cc23)c1	1%	-1%
C=CC(=O)Nc1ccc(Nc2ccnc(Nc3ccc(N4CCN(C)CC4)cc3)n2)cc1	1%	30%[8.37 µM]
COC(=O)c1ccccc1CC1Cc2cc3c(cc2C1=O)CCC3 (stereo unspecified)	-8%	?
Cc1ccc(C)c(NC(=S)NC(=O)c2cncc(Br)c2)c1	1%	8%
O=C(Cc1ccc(NC(=O)C2CCN(C(=O)c3ccccc3)CC2)cc1)Nc1cccc(C(=O)N2CCCCC2)c1	3%	-17%[8.37 µM]
Cc1ccc2c(Cl)c(C)c(N3CCOCC3)nc2n1	-14%	0%
CSc1cnnc2ccccc12	-3%	1%
COc1ccc(-c2oc(=O)c3cc(OC)c(OC)cc3c2-c2ccc3c(c2)OCO3)cc1	-1%	?
O=C1CCN(Cc2ccccc2)C(=S)N1	-6%	1%
CSc1nc(C)cc(OCCNS(=O)(=O)c2ccc(C)cc2)n1	-1%	-12%
Cc1ccc(-c2nc(C(=O)NC3CCCCCC3)no2)cc1	-27%	16%
COc1ccc(C(CNS(=O)(=O)c2cccc(F)c2)N2CCCC2)cc1 (stereo unspecified)	0%	-23%
CC1CC(=O)NC(=O)N1Cc1ccccc1 (stereo unspecified)	-3%	10%
CS(=O)(=O)N1Cc2cnnn2-c2ccccc2C1C#N (stereo unspecified)	1%	20%[8.37 µM]
C[C@H](NC(=O)c1nc[nH]c1C(=O)NCc1ccc(CNC(=O)OC(C)(C)C)cc1)C(=O)OCc1ccccc1	5%	29%
O=C(CCC(=O)N1CCN(S(=O)(=O)c2ccccc2)CC1)c1ccc(Br)cc1	-6%	?
O=C(NCc1cc(C(F)(F)F)ccc1Cl)c1cccc2c1C(=O)c1ccc(N3CCC(Cc4ccccc4)CC3)cc1S2(=O)=O	2%	?
CCN(C[C@H]1N[C@@](C)(C(=O)OC)[C@H]2C(=O)N(C)C(=O)[C@@H]12)C(=O)c1ccc(C)cc1	0%	9%
C=CCN(c1ccccc1OC)S(=O)(=O)c1cccc(C(=O)OC2CCOC2=O)c1 (stereo unspecified)	3%	8%
C(=Cc1c[nH]c2ccccc12)c1ccc2ccccc2n1	-7%	5.6µM*
COc1ccc(OC)c(C=NNC(=O)c2ccccc2NS(=O)(=O)c2cccs2)c1	1%	8%
Cc1ccc(NC(=O)CCN2CCN(CCO)CC2)cc1	-15%	-7%
O=S(=O)(N(Cc1ccccc1)[C@H](CO)Cc1ccccc1)N(Cc1ccccc1)[C@H](CO)Cc1ccccc1	-1%	5%
COc1ccc(CN2CC(COCc3ccccc3)Oc3ccccc3S2(=O)=O)cc1 (stereo unspecified)	3%	?
CSc1cccc(NP2(=O)OCC(C)([N+](=O)[O-])CO2)c1 (stereo unspecified)	-10%	2%
O=C(O)CCCC(=O)OCCc1cc2ccccc2c(=O)o1	0%	7%
O=C(/C=C/c1cc(Br)ccc1F)OCC(=O)N1CCOCC1	0%	11%
C[C@@H](NS(=O)(=O)c1ccc(Br)cc1F)[C@@H](O)c1ccccc1	-6%	-6%
CC(C)(CNC(=O)c1cccc(S(=O)(=O)Nc2ccc(SC(F)F)cc2)c1)N1CCOCC1	-13%	-18%
O=C(NCCc1ccccc1)c1ccc(NC(=O)C2CC2)cc1	4%	-18%[8.37 µM]
CC(=O)N(Cc1ccccc1)C(CC(=O)NCc1ccccc1)C(=O)O (stereo unspecified)	6%	8%
C[C@@H](C(=O)Nc1ccc(OC(F)F)c(Cl)c1)N1C(=O)C2CC=CCC2C1=O (stereo partly specified)	0%	-10%
COc1ccccc1CCC(=O)OCC(=O)NCc1ccc(OC)c(OC)c1	7%	15%
O=C(COc1cccnc1[N+](=O)[O-])Nc1ccc(F)cc1	-4%	-5%
CN(Cc1ccccc1)C(=O)c1ccc(NC(=O)Cc2ccc(NC(=O)C3CCN(C(=O)C4CCC4)CC3)cc2)cc1	-2%	13%
Cc1nc2ccc(NS(=O)(=O)c3c(F)cccc3F)cc2s1	2%	?
COc1ccc(-c2cccc(-c3cc(=O)oc4ccc(C(C)(C)C)cc34)c2)cc1	-2%	1%
COc1cc(NC(C)CCCNC(C)C)c2ncccc2c1OC (stereo unspecified)	-7%	?
O=C(CSc1ncc(C(F)(F)F)cc1Cl)N1CCNC1=O	0%	-7%
Cc1ccc(S(=O)(=O)c2ccc([N+](=O)[O-])o2)cc1	-9%	3.5µM*
O=C(Nc1ccc(C(=O)N2CCCC2)cc1)c1cccc(C(F)(F)F)c1	0%	-17%
CC1CCCCC1NC(=O)Cn1c(=O)cnc2ccccc21 (stereo unspecified)	19%	11%
CC12C=CC(=O)CC1CCC1C2CCC2(C)C(O)C(O)CC12 (stereo unspecified)	-5%	3%
Cc1ccc(-n2nnc(-c3cccnc3)n2)cc1	-1%	-2%
C[C@H](CO)N1C[C@H](C)[C@@H](CN(C)S(=O)(=O)c2cccs2)Oc2ccc(NC(=O)Nc3ccccc3)cc2C1=O	-2%	-12%
O=C(COc1cc(F)ccc1[N+](=O)[O-])NCCN1C(=O)CSC1=O	-4%	-10%
O=C(Nc1ccc(C(=O)N2CCCC2)cc1)C1CCCC1	-6%	-5%

Screening data (PubChem BioAssay)
